SENP8 inh: blocks the human protease SENP8; purified SENP8, Z-RLRGG-aminoluciferin cleavage, luminescence; inhibition, % at 10 µM; 330,000 compounds, 1.2% hits; AID 2540
Target sequence (Q96LD8 whole entry, looked up): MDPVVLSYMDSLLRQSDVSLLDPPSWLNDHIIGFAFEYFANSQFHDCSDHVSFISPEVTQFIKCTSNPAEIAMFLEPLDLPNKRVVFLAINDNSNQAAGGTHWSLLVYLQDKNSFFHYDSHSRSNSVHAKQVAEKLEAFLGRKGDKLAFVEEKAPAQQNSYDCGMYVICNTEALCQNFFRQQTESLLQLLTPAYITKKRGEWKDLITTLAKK
697 NFkB inh: inhibitors of the PMA/ionomycin-induced NF-kB reporter in 697 B cells; inhibition, % at 4 µM; 330,000 compounds, 0.33% hits; 697 B-cell NF-kB luciferase reporter, 16 h; in the data active = inhibition above about 35%
UBC13 polyUb: blocks human UBC13 polyubiquitin chain formation | P61088 | 330,000 compounds, 0.47% hits | inhibition, % at 20 µM | TR-FRET; in the data active = inhibition above about 45%, passing the limit was not always enough
Target sequence (P61088 whole entry, looked up): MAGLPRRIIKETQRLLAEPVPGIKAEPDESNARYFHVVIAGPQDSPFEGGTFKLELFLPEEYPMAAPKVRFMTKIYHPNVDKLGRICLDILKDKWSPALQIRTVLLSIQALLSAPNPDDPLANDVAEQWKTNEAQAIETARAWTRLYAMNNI
Apaf1 inhib: blocks human Apaf-1 apoptosome activity | inhibition, % at 20 µM | reconstituted apoptosome caspase-3 activity, DEVD-Rh110 fluorescence | O14727 | 330,000 compounds, 0.71% hits | AID 489030; active = inhibition of at least 40% at 20 µM;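 note: plate controls were DMSO wells for no effect and DEVD-CHO caspase inhibitor wells for full effect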
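System: reconstituted apoptosome with Apaf-1, cytochrome c, caspase-9, procaspase-3, dATP; Signal: Rh110 fluorescence intensity; Schedule: 30 min compound preincubation, 50 min activation, room temperature; Reagent: cytochrome c trigger plus (Z-DEVD)2-Rh110 caspase-3 substrate.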
Gli-Sufu block: antagonists of Gli-Sufu signaling. Sufu-KO-LIGHT fibroblasts, Gli luciferase reporter luminescence. inhibition, % at 5 µM. 340,000 compounds, 0.74% hits. AID 588413;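 active = inhibition above about 55%, limit read from the data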;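 note: 0% = DMSO-treated cells and 100% = wells with medium but no cells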
SENP7 block: SENP7 protease inhibition | Q9BQF6 | recombinant SENP7, Z-RLRGG-aminoluciferin luminescence, 40 min | inhibition, % at 5 µM | 330,000 compounds, 1.5% hits | AID 434973;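 active = inhibition above about 50% at the single test dose, limit read from the data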;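 note: plate controls were DMSO with enzyme for no effect and no enzyme buffer wells for full effect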
Target sequence (Q9BQF6 706-1050 limits assumed): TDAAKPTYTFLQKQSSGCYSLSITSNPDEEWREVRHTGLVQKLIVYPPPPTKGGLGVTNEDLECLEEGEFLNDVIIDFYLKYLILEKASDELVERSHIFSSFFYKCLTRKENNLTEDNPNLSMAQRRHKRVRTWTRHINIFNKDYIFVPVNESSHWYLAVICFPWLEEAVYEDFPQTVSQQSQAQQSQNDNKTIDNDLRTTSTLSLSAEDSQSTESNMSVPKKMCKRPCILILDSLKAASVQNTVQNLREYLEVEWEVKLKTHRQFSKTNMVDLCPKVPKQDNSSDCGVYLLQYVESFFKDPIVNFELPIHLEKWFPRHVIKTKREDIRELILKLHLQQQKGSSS
Jurkat NFkB inh: inhibitors of the PMA/ionomycin-induced NF-kB reporter in Jurkat cells. PMA/ionomycin-induced NF-kB luciferase reporter, luminescence. inhibition, % at 4 µM. 330,000 compounds, 0.53% hits. AID 435003
HKDC1 inh: HKDC1 (human) hexokinase inhibition | AID 493160 | inhibition, % at 20 µM | Q2TB90 | 340,000 compounds, 0.16% hits | recombinant HKDC1, G6PDH/diaphorase resazurin coupled fluorescence;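 active = inhibition above about 35% when tested at 20 µM, limit read from the data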;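 note: plate controls were DMSO wells with enzyme for no effect and DMSO wells lacking enzyme for full effect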
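Assay system: recombinant HKDC1 hexokinase; detection: coupled resazurin fluorescence, excitation 525 nm, emission 613 nm; benchmarks: DMSO-plus-enzyme-mix negative control, buffer-substituted positive control; compound dosing: single 20 µM dose; schedule: 90 min at room temperature in dark; also added: glucose plus 1 mM ATP as hexokinase substrates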
Active calls of the source: *; x = not tested or not shown. Cut-off read from the data, not from the text of the source, unless noted: active = inhibition above about 50%; inactive = the rest.

SMILES	SENP8 inh	697 NFkB inh	UBC13 polyUb	Apaf1 inhib	Gli-Sufu block	SENP7 block	Jurkat NFkB inh	HKDC1 inh
Oc1c(Br)cc(Br)cc1CNc1cnc2ccccc2c1	-8	-36	-4	10	2	-9	-23	3
COc1ccccc1OCCNC(=O)c1cc([N+](=O)[O-])cc([N+](=O)[O-])c1	-2	7	-9	4	-7	1	8	-9
CC(=O)NC(Cc1ccccc1)C(=O)NC1CCN(c2ncccc2[N+](=O)[O-])CC1 (stereo not given)	2	8	-1	0	2	4	0	11
CC(=O)Nc1ccc(C(=O)CSc2ncn(-c3ccccc3)n2)cc1	1	3	0	1	-16	1	8	23
Cc1cccc(C)c1-n1c(C)nn(CCOc2ccccc2)c1=O	6	6	-1	-6	2	8	-16	-3
CCOC(=O)CSc1nc2sc3c(c2c(=O)[nH]1)CC(C)(C)OC3	10	8	7	1	4	4	6	-3
C=CCOC(=O)C1=C(C)Nc2nc3ccccc3n2C1c1ccncc1 (stereo not given)	-4	4	-2	11	-11	8	-13	-1
CCSc1ccccc1C(=O)Nc1cc(C)on1	-4	10	11	-8	1	1	-8	-1
CCOC(=O)c1cc(CC)sc1NC(=O)c1ccc(N2C(=O)CCC2=O)cc1	1	19	31	-6	-1	4	16	-9
CC(C)[C@H](N)c1cn([C@@H](CC(N)=O)C(=O)N2CCNCC2)nn1	-13	10	-1	-6	7	0	15	1
CCOc1ccc(C(CC(=O)O)NC(=O)C23CC4CC(CC(C4)C2)C3)cc1OC (stereo not given)	0	16	0	14	-8	2	2	-7
COc1ccc(NC(=O)OC(CN2CCCCC2)C(F)(F)F)cc1 (stereo not given)	1	16	3	-19	3	0	-3	0
O=C(O)CCC(=O)Nc1nnc(C(F)(F)F)s1	0	-11	0	1	1	-3	0	1
O=C(c1ccco1)N1CCN(Cc2ccccc2F)CC1	0	-14	-11	5	-4	-7	-17	-2
Cc1ccc(CNC(=O)CS(=O)Cc2nc(-c3ccccc3F)oc2C)cc1 (stereo not given)	1	-6	-4	1	-19	7	6	-2
Cc1cccc(NC(=O)c2cc(-c3ccc(C)s3)nc3ccccc23)n1	-3	17	47*	0	-4	3	15	-3
Cc1ccccc1OCC(=O)OCC(=O)NCC1CCCO1 (stereo not given)	4	-3	2	-13	1	-7	1	-13
COCCn1ccc2c(OCC(=O)Nc3cc(OC)ccc3OC)cccc2c1=O	-9	-3	16	14	5	-16	-1	-4
CC(NC(=O)c1ccc(OC2CCN(Cc3ccccn3)CC2)cc1)c1nccs1 (stereo not given)	-10	-3	5	9	8	7	-17	5
Cc1cc(C)n(CC(O)COc2ccc3ccccc3c2)n1 (stereo not given)	-6	-39	-10	2	-12	16	-41	-2
CCC1(C)NC(=O)N(CC(=O)NCC(=O)Nc2c(C)cc(C)cc2C)C1=O (stereo not given)	-5	19	0	14	-8	-7	-20	-9
COc1ccc(CCNC(=O)c2sc(=S)n(C)c2N)cc1	2	-5	0	-4	1	0	-1	0
COc1ccc(C(N)CCc2ccc(C)o2)cc1 (stereo not given)	1	4	8	14	-1	2	-3	-7
CC(C)N1CCc2c(sc(NC(=O)CCS(=O)(=O)c3ccccc3)c2C(N)=O)C1	9	6	2	5	1	-3	-4	-4
CCN(CC)C(=O)Cn1cc(S(=O)(=O)CC(=O)Nc2ccccc2C)c2ccccc21	5	12	0	-1	-2	-4	10	-3

Reprinted at random: 4 entries already listed.
SMILES	SENP8 inh	697 NFkB inh	UBC13 polyUb	Apaf1 inhib	Gli-Sufu block	SENP7 block	Jurkat NFkB inh	HKDC1 inh
CCOC(=O)CSc1nc2sc3c(c2c(=O)[nH]1)CC(C)(C)OC3	10	8	7	1	4	4	6	-3
Cc1ccc(CNC(=O)CS(=O)Cc2nc(-c3ccccc3F)oc2C)cc1 (stereo not given)	1	-6	-4	1	-19	7	6	-2
CCC1(C)NC(=O)N(CC(=O)NCC(=O)Nc2c(C)cc(C)cc2C)C1=O (stereo not given)	-5	19	0	14	-8	-7	-20	-9
COc1ccc(CCNC(=O)c2sc(=S)n(C)c2N)cc1	2	-5	0	-4	1	0	-1	0

(continued)
SMILES	SENP8 inh	697 NFkB inh	UBC13 polyUb	Apaf1 inhib	Gli-Sufu block	SENP7 block	Jurkat NFkB inh	HKDC1 inh
CSc1ncccc1C(=O)NNc1cc(Cl)ccc1Cl	-2	17	6	6	7	2	-16	5
CC(C)c1ccc(/C=c2\sc3nc(-c4ccncc4)nn3c2=O)cc1	-1	-8	-10	18	4	-7	-3	8
Cc1ccc(NC(=O)CN2CCC(NC(=O)Cc3ccccc3)CC2)cc1C	5	-12	0	-19	-15	7	5	-2
COc1ccc(-c2c(NC(=O)c3ccco3)oc3ccc(Cl)cc3c2=O)cc1	-1	-9	-7	12	x	2	-5	6
COC(=O)[C@H](Cc1ccccc1)NC(=O)NCc1ccccc1	2	8	-1	-19	-2	2	10	1
Cc1ccc(-n2ncc3c2CCCC3NC(=O)CCn2ccnc2C)cc1C (stereo not given)	0	-6	0	13	23	6	8	-5
Cc1ccc(NC(=O)c2ccc(Cl)c(S(=O)(=O)NCC3CCCO3)c2)c(O)c1 (stereo not given)	-7	-13	-6	7	-11	-8	-4	1
Cc1ccc(N(Cc2cc3ccc(C)cc3[nH]c2=O)C(=O)c2ccco2)cc1	-1	4	-2	3	1	3	-2	-5
CC(C)C(NS(=O)(=O)c1cccc2nsnc12)C(=O)NC1CCCCC1 (stereo not given)	-8	-26	-6	-7	41	-7	-7	2
O=S(=O)(NCc1cn2ccccc2n1)c1ccccc1F	2	12	10	-3	-8	-14	-6	-4
CNc1nc(N)c(C(=O)C(C)(C)C)s1	-5	16	-3	-6	-2	10	-8	10
Cc1ccc(SC(C)C(=O)Nc2c(C)n(C)n(-c3ccccc3)c2=O)cc1 (stereo not given)	1	12	11	1	3	-8	-5	5
CN(C)c1cccc(C(=O)Nc2cc(C(F)(F)F)ccc2-n2cnc3ccccc32)c1	5	-71	4	4	2	2	25	-8
Cc1ccc(C2CC(c3ccc(Br)cc3)=NN2C(=O)CSC2=NN3CCCC(=O)N=C3S2)cc1 (stereo not given)	0	-12	-4	21	5	-11	-5	3
Cc1cc(/C=C2\C(=N)N3C(SCc4ccccc4)=NSC3=NC2=O)c(C)n1Cc1ccccc1	-5	7	15	-4	0	6	0	-8
CCc1nc(SCc2cccnc2)c2c(=O)n(C)c(=O)n(C)c2n1	8	-11	7	0	15	-9	0	-1
Cc1cnc(NC(=O)COc2ccccc2Cl)s1	77*	-218	16	-9	-70	92*	-66	-12
Cc1nc2oc3ccccc3c(=O)c2cc1C(=O)O	-4	6	4	-5	7	-7	0	-11
COc1ccc(CNC(=O)CC23CC4CC(CC(C4)C2)C3)cc1OC	4	-6	4	-2	-13	5	15	-3
O=c1[nH]n(-c2cccc(Cl)c2)c2ncccc12	-10	2	7	2	8	-3	6	0
COc1ccc(S(=O)(=O)N2CCC(C(=O)OCC(=O)c3ccccc3)CC2)cc1[N+](=O)[O-]	-2	-26	-6	-12	1	3	-7	-13
COCCN(C(=O)COC(=O)CC(C)c1ccccc1)c1c(N)n(Cc2ccccc2)c(=O)[nH]c1=O (stereo not given)	12	11	-4	-2	-5	-3	3	-7
O=C(NCc1ccncc1)c1cc(-c2ccc(Cl)cc2)oc1C(F)(F)F	0	-19	4	17	6	2	30	0
S=C(Nc1cccc(Cl)c1Cl)N1CCC2(CC1)OCCO2	-11	-16	-2	12	2	-8	-7	-10
O=C(Nc1nnc(C(F)(F)F)s1)c1cccnc1	20	-109	-1	8	-38	48	-50	-10

The closing 5 entries of the section above open the next one.
SMILES	SENP8 inh	697 NFkB inh	UBC13 polyUb	Apaf1 inhib	Gli-Sufu block	SENP7 block	Jurkat NFkB inh	HKDC1 inh
COc1ccc(S(=O)(=O)N2CCC(C(=O)OCC(=O)c3ccccc3)CC2)cc1[N+](=O)[O-]	-2	-26	-6	-12	1	3	-7	-13
COCCN(C(=O)COC(=O)CC(C)c1ccccc1)c1c(N)n(Cc2ccccc2)c(=O)[nH]c1=O (stereo not given)	12	11	-4	-2	-5	-3	3	-7
O=C(NCc1ccncc1)c1cc(-c2ccc(Cl)cc2)oc1C(F)(F)F	0	-19	4	17	6	2	30	0
S=C(Nc1cccc(Cl)c1Cl)N1CCC2(CC1)OCCO2	-11	-16	-2	12	2	-8	-7	-10
O=C(Nc1nnc(C(F)(F)F)s1)c1cccnc1	20	-109	-1	8	-38	48	-50	-10
CCN1CCN(C(=S)Nc2ccc(Cl)cc2Cl)CC1	-1	13	-2	-7	-6	8	-5	2
OC(CN1CCCCC1)Cn1c2ccccc2c2ccccc21 (stereo not given)	-8	4	4	8	10	-4	-14	-3
CCOC(=O)c1c(NC(=O)CSc2ncn[nH]2)sc(C)c1C	8	11	3	8	-24	7	8	0
CCn1c(SC(C)C(=O)Nc2ccc3c(c2)OCCO3)nnc1C1CC1 (stereo not given)	4	17	8	-1	1	4	-7	-7
CN1CCN(S(=O)(=O)c2cccc(C(=O)Nc3sc4c(c3C(N)=O)CCCC4)c2)CC1	-4	-50	5	0	5	-4	2	9
C=CCNC(=O)COc1coc(CN2CCN(Cc3ccccc3)CC2)cc1=O	0	8	-4	4	3	5	2	-7
O=C(c1cc2cc(F)ccc2[nH]1)N1CCc2ccccc2C1	-15	-17	10	17	-32	-1	-30	-6
CCOc1cccc(N2C(=O)CC(N(CCc3ccc(OC)c(OC)c3)C(=O)CC)C2=O)c1 (stereo not given)	-10	9	-5	9	-14	-8	5	-3
COc1ccc(NC(=O)Nc2ccc3c(c2)OCO3)c(C)c1	-15	-33	-6	1	-27	0	-76	2
O=C(c1cc2cc(Cl)ccc2oc1=O)N1CCCCCCC1	2	7	7	-13	6	5	6	-2
COC(=O)Cn1ncc2c(C)n(Cc3ccccc3)c(C)c2c1=O	-4	-51	-5	-1	-42	1	-27	-3
Cn1c(=O)n(C)c2cc(/C=N/NC(=O)c3ccc(Cl)cc3)ccc21	-6	23	-7	13	-1	-7	-8	-3
COc1ccc(CC(NC(C)=O)C(=O)N2CCN(C(=O)N(C(C)C)C(C)C)CC2)cc1 (stereo not given)	-4	25	19	-18	-1	2	7	-20
N#C/C(=C\c1ccc(N2CCCCC2)o1)C(=O)Nc1cccc(Br)c1	-1	-131	-351	-3	-59	-9	-129	-8
CCOC(=O)C(Cc1ccccc1)NC(=O)CCC(=O)c1ccc(OC)cc1 (stereo not given)	8	8	9	-1	0	-2	-4	-3
C/C(=N\NC(=O)c1cc(C)[nH]n1)C(C)(C)C	-1	8	-1	4	4	7	-14	-6
CC1CCCC/C1=N\NC(=S)Nc1cccnc1 (stereo not given)	1	-23	6	-6	7	-2	-24	-11
COc1ccc(-c2nnc(NC(=O)c3ccc(F)cc3)o2)cc1	6	-5	-2	8	-2	9	5	-4
CN(C)NC(=O)c1csnc1-c1c(Cl)cccc1Cl	-4	-28	-4	-4	2	12	-16	-1
CC(=O)Nc1ccc(S(=O)(=O)Nc2nnc(CC(C)(C)C)s2)cc1	-2	11	15	-7	-24	-2	-14	-3
Cn1nnnc1SCCNCc1ccccc1OCc1ccc(F)cc1	-7	-2	-5	2	2	-2	11	-7
O=C(NN1C(=O)c2ccccc2C1=O)c1ccc2c(c1)C(=O)N(CC1CCCO1)C2=O (stereo not given)	-7	-4	-3	-8	4	-4	-48	-3
CCCOC(=O)C1C2C=CC(C3CC23)C1C(=O)OCC(=O)c1ccccc1 (stereo not given)	-2	5	3	12	5	-4	-8	1
CN1CCN(NC(=S)Nc2ccc(OC(F)F)cc2)CC1	0	8	-2	-6	23	4	-1	2
O=C(O)c1ccc(N=Cc2c(O)ccc3oc4c(c23)CCCC4)cc1	7	21	-2	-12	8	-2	4	10
O=C(O)CCc1ccc(-c2cccs2)n1CC(=O)Nc1ccccc1C(F)(F)F	-5	-3	-4	3	6	-9	-14	-3
Cc1c(NC(=O)CSc2nccn2C)c(=O)n(-c2ccccc2)n1C	-3	15	-5	-12	5	-9	5	-2
CCCC(=O)Nc1c2c(nn1-c1cccc(Cl)c1)CS(=O)(=O)C2	2	3	-4	1	-21	4	4	3

Source: PubChem
